# Screening results: PubChem BioAssay, National Center for Advancing Translational Sciences (NCATS)
# EPAC2 agonist: EPAC2 (human) agonism | EPAC2 activation, biochemical qHTS; response scale: 100% = 6.5 mM cAMP response | AID 720711 | Potency, µM (titrated, usually from 154 µM), for inactives: at the top dose activation, hits mostly activators | 0.079% of 360,000 active | Q8WZA2; note: potency is the fitted concentration of half-maximal effect; nearly all actives have a fitted effect of over 50% in size
# Target sequence (Q8WZA2 whole entry, looked up): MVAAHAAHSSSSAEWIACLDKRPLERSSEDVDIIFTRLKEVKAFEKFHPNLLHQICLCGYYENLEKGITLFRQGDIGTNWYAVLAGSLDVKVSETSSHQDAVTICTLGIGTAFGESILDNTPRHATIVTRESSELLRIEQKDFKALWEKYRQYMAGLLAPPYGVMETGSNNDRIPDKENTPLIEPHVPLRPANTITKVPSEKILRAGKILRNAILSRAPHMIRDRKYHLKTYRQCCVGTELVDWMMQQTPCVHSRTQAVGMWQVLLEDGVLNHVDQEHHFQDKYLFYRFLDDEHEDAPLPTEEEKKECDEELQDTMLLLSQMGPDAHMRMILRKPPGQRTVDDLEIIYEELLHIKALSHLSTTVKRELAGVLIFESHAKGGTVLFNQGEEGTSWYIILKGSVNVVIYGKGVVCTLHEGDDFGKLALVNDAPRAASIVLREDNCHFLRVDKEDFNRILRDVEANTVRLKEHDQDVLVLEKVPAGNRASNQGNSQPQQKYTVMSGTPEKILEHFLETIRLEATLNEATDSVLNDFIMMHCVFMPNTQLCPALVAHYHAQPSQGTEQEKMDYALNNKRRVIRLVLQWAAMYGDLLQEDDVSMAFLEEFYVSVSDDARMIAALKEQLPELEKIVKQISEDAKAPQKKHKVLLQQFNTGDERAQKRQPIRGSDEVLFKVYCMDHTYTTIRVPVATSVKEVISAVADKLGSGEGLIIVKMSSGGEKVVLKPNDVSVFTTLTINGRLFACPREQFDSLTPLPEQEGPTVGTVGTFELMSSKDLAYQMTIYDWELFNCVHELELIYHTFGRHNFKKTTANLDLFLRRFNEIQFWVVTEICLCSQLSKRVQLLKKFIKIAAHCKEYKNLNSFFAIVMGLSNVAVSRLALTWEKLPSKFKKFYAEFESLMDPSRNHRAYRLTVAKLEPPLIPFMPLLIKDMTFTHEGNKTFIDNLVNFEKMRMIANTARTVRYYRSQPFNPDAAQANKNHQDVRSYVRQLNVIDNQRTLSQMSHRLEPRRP
#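 Nucleotide exchange monitored as fluorescence drop when BODIPY-GDP leaves Rap1B. Reaction: 100 nM EPAC2, 250 nM RAP1B-BODIPY-GDP, 50 uM GDP, room temperature, kinetic read over 30 min. Activity expressed relative to 6.5 mM cAMP.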
# Nrf2 activator: activators of Nrf2 (ARE) signaling; Potency, µM (highest dose often 46.1 µM), for inactives: at the highest dose activation, hits mostly activators; AREc32 ARE-luciferase reporter (MCF7-derived line), luminescence, 24 h; AID 624171; 0.31% of 410,000 active; note: potency is the fitted concentration of half-maximal effect; % of control where 0% means no effect; nearly all actives have a fitted effect of over 65% in size
#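 Luciferase luminescence (Steady-Glo, 30 min at room temperature) served as the read-out of ARE activation in AREc32 cells treated with compounds for 24 hr at 37 deg C.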
# TGFb SMAD3 inh: blocks TGF-b signaling; HepG2 CAGA-GFP TGF-b/SMAD3 reporter, GFP fluorescence, 18 h; TGF-beta stimulated, 500 pg/mL final; Potency, µM (doses to about 46.1 µM), inactives show top-dose activity, negative = inhibition, most hits filed as inhibitors; 1.2% of 410,000 active; note: potency is the fitted concentration of half-maximal effect; % is set by controls: 0 for no effect and ±100 for the full control effect; nearly all actives have a fitted effect of over 65% in size
#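 Cell-based qHTS in HEPG2 carrying a CAGA-GFP Smad reporter; compounds added before 500 pg/mL final TGF-beta, 18 h incubation at 37 degrees C, GFP fluorescence quantified per cell by imaging cytometry.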
# A549 tox: counter-screen for Nrf2 inhibitors: cytotoxicity in A549 cells. A549 ARE-Fluc cells, CellTiter-Fluor viability, 18-24 h. Potency, µM (titrated, usually from 46 µM), without a hit: at the highest dose activity change, negative = cytotoxicity, actives largely listed as inhibitors. 0.16% of 390,000 active. AID 504648; note: potency is the fitted concentration of half-maximal effect; % is set by controls: 0 for no effect and ±100 for the full control effect
#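 A549 ARE-Fluc cells in 5% FBS OPTI-MEM, 5000 cells/well, rested 2 h then exposed to compounds in concentration-response for 18-24 h at 37 °C. Viability by CellTiter-Fluor fluorescence (Ex 405/Em 525) after 30 min; luciferase luminescence (BugLite, 15 min, RT) read afterwards.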
# Nrf2 block: inhibitors of Nrf2 signaling. AID 504444. 2.1% of 360,000 active. A549 ARE-Fluc reporter, luciferase luminescence, 18-24 h. Potency, µM (highest dose often 46 µM), for the others: top-dose activity change, negative = inhibition, actives largely listed as inhibitors; note: potency is the fitted concentration of half-maximal effect; % is set by controls: 0 for no effect and ±100 for the full control effect; nearly all actives have a fitted effect of over 60% in size
#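 A549 ARE_Fluc cells, 5000/well, 5% FBS OPTI-MEM; compounds in dose-response, 18-24 h at 37 °C/5% CO2; CellTiter-Fluor viability read (Ex 405/Em 525), then BugLite luciferase luminescence = Nrf2 activity.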
# Akt phos inh: inhibitors of Akt phosphorylation | activity change, % for hits at 50 µM | Neuro2A IGF-stimulated pAkt S473 HTRF, 20 min; stronger effect = lower value | AID 651550 | 0.32% of 360,000 active; in the data active = activity change below about -80%; inconclusive = mostly about -51% to -80%; note: % is set by controls: 0 for no effect and ±100 for the full control effect
#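 Single-point screen (50 µM final compound) in Neuro2A cells stimulated 20 min with 6 nM IGF at 37 deg C. After lysis, Ser473-phosphorylated Akt read by HTRF (ex 330 nm, em 615/665 nm) as the 665/615 ratio.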
# CCT chaperon mod: modulators of cytosolic chaperonin (CCT/TRiC) activity | purified chaperonin ATPase assay, HTRF ADP detection, 30 min | 0.3% of 360,000 active | activity change, % (concentration not given with the values), hits read low | AID 651819; in the data active = activity change below about -30%; note: % is set by controls: 0 for no effect and ±100 for the full control effect
#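 Nucleotide hydrolysis assay: TRiC at 20–40 nM final (set by batch activity) with 10 uM ATP, 30 min at 37 °C, in presence of 76 uM compound. Detection by competitive ADP HTRF, 30 min ambient.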
# MmCpn inh: M. maripaludis TRiC chaperonin inhibition; purified Mm-Cpn ATPase, ADP Transcreener TR-FRET; Potency, µM (doses to about 76.9 µM), without a hit: at the highest dose activity, negative = inhibition, actives largely listed as inhibitors; 0.031% of 330,000 active; note: potency is the fitted concentration of half-maximal effect; % is set by controls: 0 for no effect and ±100 for the full control effect; nearly all actives have a fitted effect of over 80% in size
#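 Purified archaeal Mm-CPN (25nM final) preincubated 10 min at 37degC with compound, then 10uM ATP for 30 min at 37degC; ADP measured by HTRF Transcreener TR-FRET; buffer 30 mM TRIS pH 7.4, 100mM KCl, 5mM MgCl2, 1mM DTT.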
# EPAC2 antag: antagonists of human EPAC2; Q8WZA2; EPAC2 GEF exchange of Rap1B-BODIPY-GDP, fluorescence; Potency, µM (series often up to 114 µM), for inactives: top-dose activity, negative = inhibition, usual class: inhibitors; 0.18% of 360,000 active; AID 720708; note: potency is the fitted concentration of half-maximal effect; % is set by controls: 0 for no effect and ±100 for the full control effect; nearly all actives have a fitted effect of over 45% in size; many of its hits are not listed in these tables
# Starred values were filed as active, the others as inactive; i = inactive; ? = inconclusive; . = not tested or not shown; [ ] = dose if it differs, or a comment. Unless noted, calls come from the whole dose curve; as a rule, active = well fitted curve in the direction sought with a large enough effect; inconclusive = small, poorly fitted or top-dose-only effect, or another doubt; inactive = no such curve, though single readings can be large; an effect the other way counts as inactive or inconclusive. Some of the compounds tested. The share of hits here may be higher or lower than overall.
Compound,A549 tox,Akt phos inh,EPAC2 antag,TGFb SMAD3 inh,MmCpn inh,Nrf2 block,Nrf2 activator,EPAC2 agonist,CCT chaperon mod
Cc1ccc(C)c(OCc2nnc(SCC(=O)NC(=O)NCc3ccco3)o2)c1,0%,i,1%,-3%,2%,5%,-1.0%,0%,-1.2
Cc1c(NC(=O)c2cc(CC(C)C)on2)c(=O)n(-c2ccccc2)n1C,-2%,i,-4%,8%,-1%,0%,1.2%,14%,1.6
CN(Cc1ccccc1)C(c1ccnc2ccccc12)c1nnnn1-c1ccc2c(c1)OCCO2 (stereo not given),.,i,-9%,.,.,.,5.3%,25%,0.2
COc1ccc([C@@H]2CC(=O)[C@@H]3CN(S(=O)(=O)c4ccc(Cl)cc4)[C@H](c4ccc(C)cc4)C[C@@H]3N2S(=O)(=O)c2ccccc2)cc1,.,i,0%,-5%,.,.,-1.1%,6%,1.1
Cc1ccc(CN(Cc2ccccn2)C(=O)Nc2c(F)cccc2F)cc1,0%,i,-7%,13%,-3%,6%,-0.2%,8%,-2.0
Cc1cc(Cl)ccc1OCCCC(=O)NCCCn1ccnc1,9%,i,2%,-7%,2%,2%,0.8%,-2%,-2.1
CC1CCN(S(=O)(=O)c2ccc(C(=O)N3CCN(c4ccccc4F)CC3)cc2)CC1,8%,i,10%,-17%,4%,8%,-0.8%,4%,0.0
COc1cc(NC(=O)CN2C(=O)c3ccccc3C2=O)c(C(=O)O)cc1OC,-2%,i,0%,3%,2%,7%,0.2%,0%,-3.4
Nc1cc2c(cc1[N+](=O)[O-])-c1ccccc1C2=NO,-3%,i,6%,?,.,2%,3.2%,14%,0.3
Cc1ccc(Cn2c(=O)n(Cc3ccccc3)c(=O)c3c(C)c(C)sc32)cc1,1%,.,.,0%,.,4%,-0.8%,.,.
Cc1ccc(N(C)C(=O)N2CCN(c3ccccn3)CC2)cc1,1%,i,-17%,-14%,0%,13%,2.8%,3%,0.9
Oc1c(Br)cc(Cl)cc1C=Nc1ccc(N2CCOCC2)cc1,0%,i,?,3%,-1%,?,-0.3%,16%,2.3
COc1ccc(NC(=O)CSc2nc3nc(C)cc(C)c3c(=O)[nH]2)cc1OC,9%,i,3%,?,-1%,-20%,4.4%,5%,-2.3
O=c1cc(COc2ccc(Cl)c(Cl)c2)nc2sccn12,1%,i,0%,-12%,0%,8%,0.2%,9%,-1.9
c1ccc(N=P(c2nc3ccccc3o2)(N2CCOCC2)N2CCOCC2)cc1,7%,i,-23%,8%,3%,6%,1.2%,-15%,3.4

# 4 entries out of the list, arranged by molar mass, rising.
Compound,A549 tox,Akt phos inh,EPAC2 antag,TGFb SMAD3 inh,MmCpn inh,Nrf2 block,Nrf2 activator,EPAC2 agonist,CCT chaperon mod
O=c1cc(COc2ccc(Cl)c(Cl)c2)nc2sccn12,1%,i,0%,-12%,0%,8%,0.2%,9%,-1.9
Cc1c(NC(=O)c2cc(CC(C)C)on2)c(=O)n(-c2ccccc2)n1C,-2%,i,-4%,8%,-1%,0%,1.2%,14%,1.6
c1ccc(N=P(c2nc3ccccc3o2)(N2CCOCC2)N2CCOCC2)cc1,7%,i,-23%,8%,3%,6%,1.2%,-15%,3.4
CC1CCN(S(=O)(=O)c2ccc(C(=O)N3CCN(c4ccccc4F)CC3)cc2)CC1,8%,i,10%,-17%,4%,8%,-0.8%,4%,0.0

# Next part.
Compound,A549 tox,Akt phos inh,EPAC2 antag,TGFb SMAD3 inh,MmCpn inh,Nrf2 block,Nrf2 activator,EPAC2 agonist,CCT chaperon mod
O=C(CSc1nc2scc(-c3ccccc3)c2c(=O)[nH]1)NCCc1ccccc1,-6%,i,7%,-4%,-6%,-7%,0.3%,-4%,-0.6
N#Cc1ccccc1CSc1nc2ccsc2c(=O)n1Cc1ccccn1,-2%,i,-9%,6%,2%,23%,8.1%,4%,2.4
COc1ccc(OCCCC(=O)OC(C)C(=O)Nc2ccc(C)cc2)cc1 (stereo not given),2%,i,-4%,7%,3%,15%,0.0%,2%,-4.6
O=C(COc1ccccc1)Nc1ccc2nc(SCC(=O)N3CCOCC3)sc2c1,-8%,.,.,0%,.,?,4.2%,.,.
COc1ccc(-c2cc(C(=O)NCCN3CCOCC3)c3ccccc3n2)cc1OC,-6%,i,-3%,-27%,3%,0%,-0.1%,-3%,0.0
O=c1c2cc(-c3ccccc3)sc2nc2n1N=C(c1cccs1)CS2,2%,i,7%,-7%,-1%,?,?,12%,-2.1
CC(C)C(NC(=O)OCc1ccccc1)C(=O)O (stereo not given),0%,i,12%,-30%,-3%,1%,-0.7%,6%,1.0
CC(C)C(=O)NCCc1nc2ccccc2n1CCOc1ccccc1,-1%,i,4%,-15%,2%,6%,0.0%,-26%,-0.1
COc1ccccc1/C=C1\NC(=S)N(CC2CCCO2)C1=O (stereo not given),-22%,i,-1%,2%,-7%,-8%,5.8%,11%,-3.1
COc1ccc(NC(=O)C2CCCN(S(=O)(=O)c3ccc(C)cc3)C2)cc1OC (stereo not given),-12%,i,10%,-12%,-1%,-23%,0.2%,10%,0.7
O=C(O)c1ccc(/C=N/NC(=O)c2ccc(NS(=O)(=O)c3cccs3)cc2)cc1,7%,i,3%,1%,-3%,14%,0.2%,1%,0.1
CCCN(CCC)CCNC(=S)Nc1ccc2nc3n(c(=O)c2c1)CCCCC3,4%,i,2%,7%,-1%,?,3.1%,13%,2.6
O=C(CCC(=O)c1ccc(Br)cc1)Nc1cccnc1,0%,i,17%,3%,3%,19%,1.3%,6%,0.0
Cc1ccc(S(=O)(=O)/N=C(\c2ccccc2)N(C)S(=O)(=O)c2ccccc2)cc1,2%,i,2%,-2%,0%,-6%,-0.2%,10%,-0.2
CN(C(=O)c1ccc(NC(=O)Cc2cccc(NC(=O)C3CCCN(C(=O)C4CCC4)C3)c2)cc1)C1CCCC1 (stereo not given),6%,i,3%,-17%,2%,-9%,0.2%,11%,-1.4
O=C(O)c1ccc(CS(=O)c2cccc(C(F)(F)F)c2)o1 (stereo not given),-4%,i,-1%,25%,-5%,.,-0.8%,6%,0.9
COc1ccc(CN2CCN(C(=O)c3ccccc3F)CC2)c(OC)c1OC,2%,i,-1%,2%,.,-17%,-1.7%,5%,0.2
Cn1ccc2c(-c3cccc(C=O)c3F)cc3c(c21)C1CCC3C1 (stereo not given),.,i,-9%,-33%,.,.,3.0%,8%,1.0
CN(C)C(=O)CCc1ccc2c3c([nH]c2c1)[C@]1(CCc2ccccc2)[C@@H](C(=O)N2CCCCC2)C[C@H](CC(=O)NCCC2=CCCCC2)C(=O)N1CC3,-2%,i,-5%,-4%,3%,1%,0.9%,-4%,0.9
Cc1ccc[n+](-c2[nH]c(=O)sc2/C=N/N=C(\[O-])CCn2c3ccccc3c3ccccc32)c1,0%,i,-1%,9%,1%,-8%,0.1%,7%,0.3
CCN(CC)C(=O)COc1ccc(N(C)S(=O)(=O)c2ccc(NC(C)=O)cc2)cc1,3%,i,-4%,-1%,-17%,-6%,-0.3%,5%,-0.2
COc1ccccc1OCC(=O)N/N=C1/C=C(C)CC1,0%,i,4%,7%,-5%,?,-0.1%,6%,-2.1
O=C(COc1ccccc1)Nc1c2c(nn1-c1ccc(F)cc1)CS(=O)(=O)C2,1%,i,-2%,-4%,-3%,0%,0.1%,9%,0.6
Cn1c(=O)c2c(nc(N3CCCCCC3)n2CC(=O)c2ccc(Br)cc2)n(C)c1=O,-5%,i,1%,-18%,-1%,16%,-0.6%,-7%,-1.2
O=C(CSc1ccc(-c2ccc3c(c2)OCO3)nn1)Nc1nccs1,-11%,i,2%,?,-1%,?,0.0%,10%,-6.2
OCCC1CN(C/C=C/c2ccco2)CCN1Cc1ccccc1 (stereo not given),9%,i,7%,14%,-1%,8%,-0.2%,-3%,-6.9
O=C1CN(S(=O)(=O)c2cc(C(=O)O)ccc2Cl)c2ccccc2N1,1%,i,0%,3%,-2%,-1%,0.5%,6%,-4.5
CCCOc1ccc(C(=O)NC(=S)Nc2nc3ccccc3s2)cc1,4%,i,7%,-17%,-9%,?,6.3%,6%,-0.6
CCCCc1cc(=O)oc2cc(OCc3nn[nH]n3)ccc12,-2%,i,-9%,-1%,-1%,-6%,-1.2%,-1%,0.6
COc1ccc(N2C(=O)c3cccc4c(N(C)CCO)ccc(c34)C2=O)cc1,-20%,i,122%[activator],174%[activator],-1%,-30%,9.0%,11%,-1.5
NNC1=N[C@H]2CS(=O)(=O)C[C@H]2S1,2%,i,9%,3%,0%,6%,-0.7%,0%,0.1
CCN(c1ccccc1)S(=O)(=O)c1cc(C(=O)Nc2ccccc2Cl)ccc1F,9%,i,-1%,?,0%,?,0.4%,26%,-1.2
Cc1cccc2cc3c(NC(=O)C(C)(C)C)nn(CC(C)C)c3nc12,?,i,-8%,8%,-3%,-9%,-0.6%,-8%,-1.4
O=C(c1cccs1)n1nc(-c2ccc(Cl)cc2)nc1NCc1ccco1,-11%,.,12%,-15%,2%,5%,7.4%,11%,1.9
O=C1NCCCC1C(=O)NCCNC(=O)C(F)(F)F (stereo not given),-1%,i,-1%,1%,-1%,-11%,0.3%,12%,-2.3
O=C(CN1CCCCCC1)Nc1ccccc1,1%,i,2%,2%,0%,12%,-0.1%,9%,0.0
